# Screens from PubChem.
# NR2E3 ag-1: activates human NR2E3 receptor; Q9Y5X4; CHO-S Gal4-NCOR/VP16-NR2E3 two-hybrid, luciferase; inhibition of corepressor binding, % at 3.98 µM; actives 0.35% (n = 360,000); AID 602229;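 active = inhibition above the mean of all tested compounds plus 3 SD, cut at about 70% in these data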;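 also: 0% = DMSO with NR2E3 transfected cells and 100% = cells lacking NR2E3 construct; higher means lower luciferase signal from less NR2E3 corepressor binding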
# Target sequence (Q9Y5X4 whole entry, looked up, the tested form may be a part): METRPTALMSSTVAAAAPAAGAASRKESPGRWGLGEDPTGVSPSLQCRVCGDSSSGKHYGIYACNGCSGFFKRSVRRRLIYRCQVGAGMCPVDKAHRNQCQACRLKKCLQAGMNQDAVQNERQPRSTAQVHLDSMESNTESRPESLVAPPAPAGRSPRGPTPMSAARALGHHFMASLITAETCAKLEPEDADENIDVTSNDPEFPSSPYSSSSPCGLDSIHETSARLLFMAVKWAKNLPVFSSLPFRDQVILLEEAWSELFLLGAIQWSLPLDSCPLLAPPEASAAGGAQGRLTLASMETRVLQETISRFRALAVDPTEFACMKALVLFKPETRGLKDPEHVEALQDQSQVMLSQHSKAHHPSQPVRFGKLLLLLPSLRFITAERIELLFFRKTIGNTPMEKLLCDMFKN
# KKLEB tox: CF airway cell cytotoxicity counter-screen; activity change (cytotoxicity), % at 5 µM; actives 0.36% (n = 360,000); KKLEB CF airway cells viability, ATPlite luminescence, overnight; hits give low values; cells stimulated with P. aeruginosa culture filtrate; AID 602141;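 active = corrected activity change at or below -50% at 5 µM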
# C8 TRAIL sens: sensitizes caspase-8 expressing cells to TRAIL; NB7+C8 cells + TRAIL, ATPlite viability luminescence; inhibition (viability loss, TRAIL sensitization), % at 10 µM; actives 1% (n = 360,000); AID 624354;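 active = compounds causing at least 50% loss of cell viability in the single-dose screen, relative to plate controls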
# CF NFkB block: blocks PAF-induced NF-kB reporter in cystic fibrosis cells; KKLEB NF-kB-GFP reporter, GFP fluorescence overnight; inhibition, % at 5 µM; actives 0.86% (n = 360,000); AID 588850;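 active = at least 50% inhibition at 5 µM, scaled per plate between neutral and stimulator controls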;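 also: PAF is a Pseudomonas aeruginosa culture filtrate used as stimulus; plate controls were PAF-stimulated DMSO wells for no effect and unstimulated DMSO wells for full effect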
# TRPM1 prom inh: MITF TRPM1 promoter inhibition in SK-MEL-5 cells; SK-MEL-5 TRPM1 promoter luciferase, 24 h; actives 0.83% (n = 330,000); AID 488899; inhibition, % at 12.5 µM;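 active = mean inhibition across replicates of 60% or more, whatever share of single replicates reaches that level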; also: values of inactives mirror those of a sister screen read the other way
# Peg3 promoter: reduces Peg3 promoter-driven luciferase expression in HeLa; actives 1.7% (n = 360,000); inhibition, % at 20 µM; HeLa PEG-Prom luciferase reporter, luminescence, overnight; AID 588405;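 active = inhibition of at least 50% at 20 µM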
# NR2E3 ag-2: activates human photoreceptor nuclear receptor NR2E3; GST-NR2E3/biotin-RetCOR TR-FRET, 1536-well; Q9Y5X4; actives 0.12% (n = 320,000); inhibition of corepressor binding, % at 4.78 µM; AID 2300;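 active = percent inhibition above the cutoff of mean plus 3 SD of all tested compounds, set per screening campaign, cut at about 20% in these data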;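 also: 0% = DMSO wells and 100% = biotin wells as full block of FRET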
#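 System: GST-NR2E3 and biotin-RetCOR proteins; probe or stimulus: 7 nM biotin-RetCOR; doses: compound at 4.8 µM, single dose; schedule: Compound–protein incubation for 5 h at 4 °C; detection: time-resolved FRET; read-out: percent inhibition; controls: biotin wells as high control, 0.6% DMSO wells as low control; format: 1536-well plates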
# TROY signal inh: inhibitors of TROY-dependent NF-kB signaling; Q293 LMP1-TROYcd NF-kB luciferase reporter, 4 h; inhibition, % at 10 µM; actives 0.98% (n = 360,000); AID 1347056;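 active = compounds whose plate-normalised and pattern-corrected inhibition of the luciferase reporter signal at the single screening dose is 50% or more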
# TWEAK Fn14 block: blocks TWEAK-Fn14 interaction in a reporter cell assay; TWEAK-stimulated Fn14 reporter cells, luciferase luminescence, 8 h; inhibition, % at 10 µM; actives 2% (n = 360,000); in the data active = inhibition above about 50%
# Shn3 inh set2: inhibitors of Schnurri-3 3'UTR reporter in osteoblasts; Clone20 osteoblast Shn3 3'UTR firefly luciferase, 24 h; inhibition, % at 12.5 µM; actives 0.52% (n = 360,000); AID 588674;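 active = mean inhibition of at least 75% with every replicate also reaching 75%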;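 also: 0% = median of neutral control wells and 100% = pilot-screen positive control compound; some compounds past the cut are filed as inactive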
# HIF-2a block: blocks HIF-2a reporter activity. 786-0 RCC cells HIF-2a reporter, luciferase luminescence, overnight. inhibition, % at 18.8 µM. actives 0.72% (n = 360,000). AID 624352;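 active = inhibition of the luminescence signal of 40% or more relative to plate controls, in a single-dose primary screen at 18.75 µM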
# An asterisk follows results filed as active; x = not tested or not shown; & = joins results of further samples. An excerpt (hit frequency here may not be typical).
SMILES,NR2E3 ag-1,KKLEB tox,C8 TRAIL sens,CF NFkB block,TRPM1 prom inh,Peg3 promoter,NR2E3 ag-2,TROY signal inh,TWEAK Fn14 block,Shn3 inh set2,HIF-2a block
OCc1cn(-c2ccc(Cl)cc2)nn1,-5,27,0,4,-10,4,4,3,13,-17,5
C1=C[C@H]2CC[C@@H]1N(c1ccccc1)O2,-45,0,3,-2,-4,-9,x,14,2,-2,9
CN(C)S(=O)(=O)c1ccc(-c2csnn2)s1,-10,1,-3,-2,1,-3,0,-5,-2,16,12
O=C(O)c1cccc(N2C(=O)c3cccc(Oc4ccc(Cl)cc4)c3C2=O)c1,-91,2,-11,16,-8,8,-1,-42,-18,10,-1
O=C(OCCN1CCOCC1)c1cccnc1,-8&-30,0&17,-19&4,7&0,18&-34,10&4,3&0,-16&-9,0&-12,14&-4,7&13
CN(C(=O)c1ccncc1)C1CCS(=O)(=O)C1 (stereo not drawn),5,-9,16,17,-9,5,-2,-7,-20,3,1
Cc1ccc(N(CC(O)Cn2c3ccccc3c3ccccc32)S(C)(=O)=O)cc1 (stereo not drawn),-5,-10,-4,15,12,12,2,-5,5,-20,-26
COc1ccc(C(=O)Oc2ccc3ccc(=O)oc3c2)cc1,-33,5,6,-14,-15,1,-3,-41,0,-3,-20
Cc1ccccc1S(=O)(=O)NC(=O)C1(C)CCN1C(=O)c1cccc2ccccc12 (stereo not drawn),-5,9,0,2,x,-6,x,-7,-5,-37,-6
Cc1ccccc1NC(=O)Cc1nnc(SCC(=O)NC2CCCC2)n1C,-17,0,-2,4,2,9,1,-14,-2,-12,10
O=c1oc(-c2ccccc2)nc2ccsc12,-1,2,-13,-6,11,-60,1,-24,-15,-1,-21
O=C(Nc1ccccc1)OCCCCCOC(=O)Nc1ccccc1,-21,-16,-6,7,11,9,4,13,-5,14,12
Cc1cn(C2CC(O)C(CO)O2)c(=O)n(Cc2ccccc2)c1=O (stereo not drawn),-24,2,14,0,-10,18,x,-16,11,8,-2
Nc1cc(N)nc(SCC(=O)Nc2ccc3c(c2)OCCCO3)n1,9,-3,-13,-23,-33,-23,4,-31,-26,-19,-44
CN(C(=O)c1ccc(NC(=O)Cc2cccc(NC(=O)C3CCN(C(=O)C4CCC4)CC3)c2)cc1)C1CC1,5,4,23,-4,-8,-37,x,-7,-24,-10,1
COc1ccc(NC2CCCN(C(=O)CCOc3ccccc3)C2)cc1 (stereo not drawn),4,3,11,-25,7,11,0,-20,15,-7,1
CCOc1ccc(N2C(=O)C3C4C=CC(CC4)C3C2=O)c([N+](=O)[O-])c1 (stereo not drawn),-28,-2,-7,6,8,7,4,9,5,-45,21
CCSc1nnc(Cc2cc(=O)[nH]c(=O)[nH]2)n1-c1ccc(F)cc1,-12,8,-1,7,x,15,-3,4,-5,7,17
CCN1CCCC1CN(Cc1cc2ccc(C)c(C)c2[nH]c1=O)C(=O)Nc1ccccc1OC (stereo not drawn),-18,-1,0,-23,-11,-7,2,7,-13,-1,10
Cc1ccc(C2CC(c3cccc(NS(C)(=O)=O)c3)=NN2S(C)(=O)=O)cc1 (stereo not drawn),-32,2,-12,-19,-23,-77,0,-22,0,-16,-98
CCOc1ccccc1NC(=O)C1CCN(c2ccc(S(=O)(=O)N3CCCC3)cc2)CC1,13,3,1,5,-1,9,-2,6,-5,11,13
O=C(O)c1ccc2oc(SCC(=O)N3CCCCC3)nc2c1,-64,9,-5,-2,-33,-87,-3,-37,38,-66,-128
CC(C)(C)c1cc[n+](-c2[nH]c(=O)sc2/C=N/N=C(\[O-])c2ccccc2)cc1,-15,1,-7,-12,-10,1,-1,-13,-12,-31,4
COc1ccc(-n2c(COc3ccc4ccccc4c3)nnc2SCC(=O)NCc2ccco2)cc1,-17,-5,1,-14,-4,19,2,1,20,26,7

# Limited to NR2E3 ag-1, Peg3 promoter and KKLEB tox, for some of the entries so far:
structure	NR2E3 ag-1	Peg3 promoter	KKLEB tox
Nc1cc(N)nc(SCC(=O)Nc2ccc3c(c2)OCCCO3)n1	9	-23	-3
CN(C(=O)c1ccc(NC(=O)Cc2cccc(NC(=O)C3CCN(C(=O)C4CCC4)CC3)c2)cc1)C1CC1	5	-37	4

# Other records follow:
SMILES,NR2E3 ag-1,KKLEB tox,C8 TRAIL sens,CF NFkB block,TRPM1 prom inh,Peg3 promoter,NR2E3 ag-2,TROY signal inh,TWEAK Fn14 block,Shn3 inh set2,HIF-2a block
CCCC(=O)n1nc(-c2ccccc2)nc1N,-4,4,-19,3,-4,11,-1,8,-7,-3,-2
COC(=O)c1ccc(C(=O)OC)c(-n2c(=O)c3ccccc3c3ccccc3c2=O)c1,1,-18,18,4,41,23,0,3,-82,71,45*
CN(CC(=O)Nc1ccc(F)cc1)CC(=O)N(C)C1(C#N)CCCCC1,-13,2,-10,9,-12,8,5,8,5,6,7
CSCCC(NC(=O)c1ccc([N+](=O)[O-])cc1Cl)C(=O)OCC(=O)N(C)C (stereo not drawn),28,-3,3,13,-4,15,-1,26,13,-1,15
COC(=O)c1c(-c2ccc(S(C)(=O)=O)cc2)sc2cc(OC)ccc12,-87,3,-4,8,-51,-206,x,-73,-49,-24,-218
CC(C)(C)C(=O)C(Cl)C(=O)Nc1ccccc1 (stereo not drawn),-14,26,25,-27,8,31,-1,-8,19,-6,1
CCOC(=O)Cc1csc(NC(=O)CSc2nc(=O)[nH]c3c2CCCC3)n1,-12,6,-11,-8,4,20,-1,13,15,-16,6
CCOc1cc(C(=S)N2CCOCC2)ccc1OC(=O)c1ccccc1,-20,-5,13,-7,7,7,-1,16,-8,10,17
Cc1c(CC(=O)N2CCN(C(=O)C3COc4ccccc4O3)CC2)c(=O)oc2cc(O)c(Cl)cc12 (stereo not drawn),-13,-2,13,6,6,6,1,-6,-4,-6,22
COc1ccc(CCCC(=O)NC2CCCCC2)cc1,17,-14,-8,-2,15,11,0,-18,5,5,-17
COc1cc(/C=C2/SC(=S)N(CC(=O)Nc3cccnc3)C2=O)cc(OC)c1OC,19,0,5,-9,-10,5,-3,22,28,2,10
COc1ccc(NC(=S)N2CCCC(c3nc4ccc(C)cc4[nH]3)C2)cc1 (stereo not drawn),14,6,6,8,8,-9,-5,8,-12,14,1
O=C(Cc1csc(-c2ccccc2)n1)Nc1ccc(C(F)(F)F)cc1,14,-13,19,2,-4,26,0,11,-25,-10,14
Cc1ccc(C(=O)COC(=O)c2cnccn2)cc1[N+](=O)[O-],-15,-1,-2,8,2,10,-1,15,35,16,14
S=C(Nc1ccc2c(c1)OCO2)N1CCCC1,-24,3,-3,-1,-18,-69,-6,-36,-25,-41,-89
Cc1nc2sc(-c3ccccc3)cc2c(=O)n1N,-82,-11,60*,-38,45,58*,2,61*,94*,x,13
FC(F)(F)c1cccc(Oc2cc(C(F)(F)F)nc(-c3ccccn3)n2)c1,3,2,12,13,-4,8,0,1,8,-2,5
N=c1c2c(-c3ccccc3)c(-c3ccccc3)n(Cc3ccco3)c2ncn1Cc1ccco1,-27,-14,22,29,66*,105*,-1,x,3,13,30
Fc1ccc(-c2nc3c(-c4ccccc4)cnn3cc2CCN2CCOCC2)cc1,3,-4,-1,10,18,18,3,16,12,15,4
COc1ccc(OC)c(C(O)c2ncc(-c3ccc(C(F)(F)F)cc3)[nH]2)c1 (stereo not drawn),-20,4,0,9,x,13,x,-11,-6,6,8
CCc1nnc(NC(=O)c2ccc(-c3ccc([N+](=O)[O-])cc3Cl)o2)s1,15,-34,-11,27,-3,10,-2,-1,-18,-26,9
COCCn1c(SCC(=O)NCCc2ccccc2)nnc1-c1ccco1,2,7,-1,2,4,12,5,-6,-17,-16,14
COc1ccc(-c2cc(C(=O)NCc3cccc(C(F)(F)F)c3)[nH]n2)c(C)c1,-17,6,-18,0,x,-75,x,17,-20,-16,-127
CCn1nnnc1SCC(=O)NNC(=O)C1CCCCC1,13,9,-13,-8,6,17,-1,4,5,7,20
O=C(CN1CCOCC1)NC1C2CC3CC(C2)CC1C3 (stereo not drawn),12,-12,-8,-5,1,-8,-2,-8,3,12,3
Cc1ccc(NC(=O)c2ccc(CSc3ncnc4nc[nH]c34)cc2)c(C)c1,-16,1,1,-3,1,2,1,9,9,13,-16
O=C1c2oc3ccccc3c(=O)c2C(c2cccc(Br)c2)N1Cc1ccco1 (stereo not drawn),-16,-8,-18,21,5,4,4,15,10,19,7
CCc1cccc(NC(=O)CCCSc2nc3ccccc3[nH]2)c1,-17,-2,15,0,7,11,0,9,37,-10,20
O=C(Nc1cccs1)Nc1ccccc1Br,-18,-4,10,-7,-11,-137,0,-29,-1,50,-167
COc1ccc(C(=O)Nc2ccc(C(=O)O)cc2NC(=O)c2ccc(OC)cc2)cc1,-1,3,7,-3,0,-2,x,13,15,-4,16
Nc1nnc(CC(=O)NCc2ccccc2)s1,-12,-13,-9,2,-12,6,1,-15,-2,1,-3
C(=N\Nc1nc(N2CCCC2)nc(N2CCCC2)n1)/c1ccncc1,12,10,-2,3,-7,13,-3,-1,-7,-1,-10
CCOP(=O)(OCC)c1nc(-c2ccccc2)oc1NCc1ccccc1,-15,-11,-5,-16,13,20,1,8,-15,-4,19
CCOC(=O)N1CCN(CC(O)COc2ccc3c(c2)CCC3)CC1 (stereo not drawn),-2,-5,-14,-2,0,-1,1,-15,0,18,15
CCCCN1C(=O)c2cccc3cc(O)cc(c23)C1=O,-7,-1,-18,-39,-8,21,-1,-17,11,-5,2
CN(CC(=O)Nc1cccc(F)c1)C(=O)CC1CCCCC1,21,1,-4,5,-3,-2,-2,9,0,5,9
COc1ccccc1NC(=O)C(=O)N1N=C(C(C)C)CC1(O)C(F)(F)F (stereo not drawn),9,-7,-4,0,6,3,2,-13,15,6,-8
CC(C)=CCN1CCN(Cc2c(C)nn(C)c2Cl)CC1CCO (stereo not drawn),7,3,3,-1,2,8,4,6,-3,2,20
Cc1ccc(SC2=C(C(=O)O)CCCC2)cc1,4,3,-3,-15,x,3,0,2,-4,-14,14
CCOc1ccc2[nH]c(=O)c(CN(Cc3ccccc3)C(=O)N3CCCC3)cc2c1,-13,4,-19,7,-3,21,1,3,7,14,19

# A run of entries from the list above:
SMILES,NR2E3 ag-1,KKLEB tox,C8 TRAIL sens,CF NFkB block,TRPM1 prom inh,Peg3 promoter,NR2E3 ag-2,TROY signal inh,TWEAK Fn14 block,Shn3 inh set2,HIF-2a block
CCOC(=O)N1CCN(CC(O)COc2ccc3c(c2)CCC3)CC1 (stereo not drawn),-2,-5,-14,-2,0,-1,1,-15,0,18,15
CCCCN1C(=O)c2cccc3cc(O)cc(c23)C1=O,-7,-1,-18,-39,-8,21,-1,-17,11,-5,2
CN(CC(=O)Nc1cccc(F)c1)C(=O)CC1CCCCC1,21,1,-4,5,-3,-2,-2,9,0,5,9
COc1ccccc1NC(=O)C(=O)N1N=C(C(C)C)CC1(O)C(F)(F)F (stereo not drawn),9,-7,-4,0,6,3,2,-13,15,6,-8
